Screens deposited in PubChem BioAssay by several laboratories.
KCNQ2 block – KCNQ2 potassium channel inhibitors, primary screen, cell-based, CHO-K1, FluxOR thallium flux, B-score (AID 2156) | Potassium voltage-gated channel subfamily KQT member 2 (Rattus norvegicus), O88943 | 20 min; stronger effect = lower value | B-score at 10 µM | actives 1.1% (n = 310,000);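 active = fluorescence ratio B-score at most minus 3 library SDs, with starting brightness B-score within 2 library SDs, cut at about -5.5 in these data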
Target sequence (O88943 whole entry, looked up): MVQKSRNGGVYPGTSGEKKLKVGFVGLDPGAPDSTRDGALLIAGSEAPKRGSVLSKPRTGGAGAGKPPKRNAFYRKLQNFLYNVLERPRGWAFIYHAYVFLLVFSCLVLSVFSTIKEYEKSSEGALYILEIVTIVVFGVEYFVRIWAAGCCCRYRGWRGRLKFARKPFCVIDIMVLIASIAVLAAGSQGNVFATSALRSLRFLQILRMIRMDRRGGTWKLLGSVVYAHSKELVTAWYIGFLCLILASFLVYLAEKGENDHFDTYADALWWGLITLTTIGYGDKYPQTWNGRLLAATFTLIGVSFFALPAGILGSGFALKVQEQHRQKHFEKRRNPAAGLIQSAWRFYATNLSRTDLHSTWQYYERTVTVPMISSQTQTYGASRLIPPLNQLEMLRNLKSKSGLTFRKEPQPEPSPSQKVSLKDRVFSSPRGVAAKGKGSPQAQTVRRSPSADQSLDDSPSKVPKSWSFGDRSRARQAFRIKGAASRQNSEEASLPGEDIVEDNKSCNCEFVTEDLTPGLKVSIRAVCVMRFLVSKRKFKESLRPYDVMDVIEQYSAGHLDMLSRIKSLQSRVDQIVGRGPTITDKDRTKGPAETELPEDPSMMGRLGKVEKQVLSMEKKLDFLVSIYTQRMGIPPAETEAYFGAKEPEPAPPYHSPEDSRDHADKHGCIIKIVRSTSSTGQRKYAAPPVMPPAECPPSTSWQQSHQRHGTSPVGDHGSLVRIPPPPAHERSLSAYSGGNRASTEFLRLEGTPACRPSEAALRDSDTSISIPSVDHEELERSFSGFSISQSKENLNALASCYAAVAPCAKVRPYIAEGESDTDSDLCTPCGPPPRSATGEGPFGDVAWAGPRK
STK33 kinase inh – inhibitors of purified STK33 kinase, primary screen, biochemical, ADP-Glo luminescence, homogeneous, cell-free; Serine/threonine-protein kinase 33 (Homo sapiens), Q9BYT3; MBP phosphorylation; inhibition, % at 10 µM; actives 0.073% (n = 320,000);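 active = inhibition at or above 25%, using the most active replicate where run in duplicate; inactive = inhibition below 25%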
Kir21 block – inhibitors of mouse Kir2.1 inward-rectifier potassium channel | HEK293-Kir2.1, FluxOR thallium flux fluorescence; stronger effect = lower value | actives 0.85% (n = 310,000) | B-score at 10 µM | AID 1672, 2009 | Inward rectifier potassium channel 2 (Mus musculus), P35561;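 active = fluorescence ratio B-score at or below minus 3 SD of library scores, with starting-brightness B-score within 2 SD, cut at about -4.2 in these data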;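 also: channel flux triggered by added potassium and thallium sulfate stimulus; B-score of peak minus minimum fluorescence over baseline after thallium stimulus; more negative B-score means stronger Kir2.1 block with less thallium influx; some compounds called inactive have numbers as strong as hits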
* = called active by the depositor; i = inactive; nt = not tested or not shown.

SMILES | KCNQ2 block | STK33 kinase inh | Kir21 block
COc1ccccc1C1/C(=C(/O)c2ccccc2)C(=O)C(=O)N1CC(C)C (stereo not given) | i | -3.0 | 0.61
Cc1ccc(NC(=O)C(=O)NCC2CCCN2S(=O)(=O)c2cccs2)cc1C (stereo not given) | i | -2.8 | -0.52
CC1CCc2cc(F)ccc2N1C(=O)c1ccncc1 (stereo not given) | i | -0.6 | 0.22
COc1cc(NC(=O)COC(=O)CSc2ccccc2F)c(C)cc1[N+](=O)[O-] | i | -0.5 | -1.6
CCCc1nnc(NC(=O)CC(C)c2ccccc2)s1 (stereo not given) | i | -1.3 | 2
Cc1ccc(N=N/C(=C\O)C(=O)c2ccc(Cl)cc2)cc1 | i | 0.7 | -0.23
CC(C)c1cc(C(=O)OCC(=O)NC(=O)NCc2ccco2)c(O)c(C(C)C)c1 | i | -0.5 | -1.5
COc1ccc(OC(C)C(=O)NCCc2nc3ccccc3[nH]2)cc1 (stereo not given) | i | 0.4 | 0.88
C1CN(c2nc3nonc3nc2N2CCOCC2)CCO1 | i | -1.1 | 0
CN(C)c1c2ccccc2nc2c(F)c(F)c(F)c(F)c12 | i | -0.4 | 0.77
Cc1cccc(C)c1OC(=O)CN(c1ccc(Cl)cc1)S(C)(=O)=O | i | -0.3 | 0.47
CSC[C@H](NC(=O)Cc1c(C)c2cc3c(C)c(C)oc3cc2oc1=O)C(=O)N[C@@H](Cc1ccccc1)C(=O)O | i | -0.5 | -0.27
COc1cc(NC(=O)C2CCC(CNS(=O)(=O)c3csc(C(N)=O)c3)CC2)cc(OC)c1 (stereo not given) | i | 2.0 | 0.78
Cc1cc(NC(=O)CSc2nc(-c3ccccc3)cs2)no1 | i | -0.4 | -0.57
O=c1[nH]c(/C=C/c2cccnc2)c([N+](=O)[O-])c(=O)[nH]1 | i | -1.5 | -0.82
COc1ccc(C(=O)N(C)Cc2ccc(C)o2)cc1OC1CCN(C(C)=O)CC1 | i | -1.7 | 1.2
O=C(CS(=O)(=O)c1ccccc1)NCc1ccccc1 | i | -3.0 | 0.34
CCCn1cc(CN2CCCC(C(=O)c3ccc4c(c3)OCO4)C2)c(C)n1 (stereo not given) | i | 0.1 | -0.01
CCC(CC)C(=O)Nc1c2c(nn1-c1ccc(F)cc1)CS(=O)(=O)C2 | i | -0.3 | -0.41
COC(=O)c1cc(COC(=O)COc2ccc(C)c(C)c2)oc1C | i | -0.6 | 0.27

Arranged by molar mass (falling): some entries from above.
SMILES | KCNQ2 block | STK33 kinase inh | Kir21 block
CSC[C@H](NC(=O)Cc1c(C)c2cc3c(C)c(C)oc3cc2oc1=O)C(=O)N[C@@H](Cc1ccccc1)C(=O)O | i | -0.5 | -0.27
COc1cc(NC(=O)C2CCC(CNS(=O)(=O)c3csc(C(N)=O)c3)CC2)cc(OC)c1 (stereo not given) | i | 2.0 | 0.78
COc1cc(NC(=O)COC(=O)CSc2ccccc2F)c(C)cc1[N+](=O)[O-] | i | -0.5 | -1.6
CC(C)c1cc(C(=O)OCC(=O)NC(=O)NCc2ccco2)c(O)c(C(C)C)c1 | i | -0.5 | -1.5
COc1ccc(C(=O)N(C)Cc2ccc(C)o2)cc1OC1CCN(C(C)=O)CC1 | i | -1.7 | 1.2
Cc1cccc(C)c1OC(=O)CN(c1ccc(Cl)cc1)S(C)(=O)=O | i | -0.3 | 0.47
CCC(CC)C(=O)Nc1c2c(nn1-c1ccc(F)cc1)CS(=O)(=O)C2 | i | -0.3 | -0.41
COc1ccc(OC(C)C(=O)NCCc2nc3ccccc3[nH]2)cc1 (stereo not given) | i | 0.4 | 0.88
COC(=O)c1cc(COC(=O)COc2ccc(C)c(C)c2)oc1C | i | -0.6 | 0.27
Cc1cc(NC(=O)CSc2nc(-c3ccccc3)cs2)no1 | i | -0.4 | -0.57
CN(C)c1c2ccccc2nc2c(F)c(F)c(F)c(F)c12 | i | -0.4 | 0.77
C1CN(c2nc3nonc3nc2N2CCOCC2)CCO1 | i | -1.1 | 0
CCCc1nnc(NC(=O)CC(C)c2ccccc2)s1 (stereo not given) | i | -1.3 | 2
O=c1[nH]c(/C=C/c2cccnc2)c([N+](=O)[O-])c(=O)[nH]1 | i | -1.5 | -0.82

New compounds follow.
SMILES | KCNQ2 block | STK33 kinase inh | Kir21 block
O=C(COC(=O)/C=C/c1cccc(Cl)c1)Nc1ccccc1-c1ccccc1 | i | -0.5 | -0.85
Cc1cc(C(=O)NNC(=O)c2nn(C)c(=O)c3ccccc23)c(C)o1 | i | -4.7 | -0.91
COC(CNC(=O)c1ccc2c(c1)nc(C)n2-c1cccc(F)c1)OC | i | 0.2 | -0.85
O=C(O)/C=C/C(=O)NCCC1=CCCCC1 | i | -1.3 | 0.57
COC(=O)Cn1c(=NC(=O)c2sc3ccccc3c2Cl)sc2cc(S(N)(=O)=O)ccc21 | i | -1.8 | -0.84
CC(=O)c1c(O)ccc2c(-c3ccccc3)cc(=O)oc12 | i | -0.7 | -1
Cc1ccc(NC(=O)CCC(=O)NNC(=O)c2ccccc2[N+](=O)[O-])c(C)c1 | i | 0.0 | 2
COc1cccc(C(=O)Nc2nc3ccccc3[nH]2)c1 | i | 15 | 0.01
CCN1CCCC1CNC(=O)CSCc1nc(-c2ccccc2C)oc1C (stereo not given) | i | 0.8 | -0.54
CCOc1cc2[nH]c(=S)n(CCOC)c(=O)c2cc1OCC | i | 0.3 | 1.5
COc1ccc(-c2cc(C(=O)Nc3cc(OC)c(OC)c(OC)c3)no2)cc1OC | i | nt | -0.32
O=C(CSc1nnc(-c2ccccc2NC(=O)c2ccccc2)o1)OC1CCCCC1 | i | -2.3 | -0.02
CCOC(=O)c1cnn(-c2ccc(C)cc2)c1N | i | -0.3 | 0.31
CCCn1c(N)c(C(=O)CSc2nnc(C)n2Cc2ccccc2)c(=O)n(C)c1=O | i | -3.1 | -0.45
O=C(OCC(=O)N1CCOCC1)c1cccc(F)c1 | i | -1.0 | -0.06
Cc1ccc(C(=O)N/N=C/c2ccoc2)cc1C | i | 0.0 | -0.35
Cc1cccc(-n2nc3c(c2NC(=O)c2ccco2)CS(=O)(=O)C3)c1C | i | -1.7 | -0.71
CC(=O)c1ccc(NC(=O)CCc2ccc(C)o2)cc1 | i | 1.2 | -0.79
O=C(Nc1ccc(Cl)c(Cl)c1)C1=Cc2ccccc2OC1 | i | -1.5 | -1.4
COCOc1ccc(/C=C/C(=O)c2c(OCOC)cc(OCOC)c(CC=C(C)C)c2O)cc1OCOC | i | -1.0 | -1.3
O=C(O)CC(NC(=O)C(c1ccccc1)c1ccccc1)c1ccc(F)cc1 (stereo not given) | i | 2.5 | 0.02
COc1ccc(OCC(=O)c2c(O)c3ccccc3oc2=O)cc1 | i | -2.1 | 0.02
CC(=O)N1CCCc2cc(S(=O)(=O)N3CCCC(C(=O)NCc4ccc(C)cc4)C3)ccc21 (stereo not given) | i | -3.2 | 0.12
CC(=O)N1c2ccc(S(=O)(=O)N3CCC(C(=O)N4CCN(c5ccc(Cl)cc5)CC4)CC3)cc2CC1C (stereo not given) | i | -0.3 | 0.63
Cc1cc(N/N=C/c2ccc(O)cc2O)nc(N2CCOCC2)n1 | i | 0.0 | -0.1
CC(=O)c1ccc(NC(=O)Nc2ccc(Cl)cc2)cc1 | i | -1.3 | 0.56
COc1ccc(-c2noc(CCC(=O)NC3CCCCC3)n2)cc1OC | i | -0.7 | 1.2
COc1ccccc1NC(=O)CSc1ncn(-c2ccccc2)n1 | i | -0.3 | 0.5
COc1ccc(/C=C/C(=O)c2ccc3ccccc3c2O)cc1CN1CCOCC1 | i | -0.1 | 1.9
CCNC(=O)c1cnn(-c2ccccc2)c1-c1ccccc1 | i | -0.3 | -2.7
CCCOc1ccc(C(=O)OCCN2CCCCC2)c(O)c1 | i | -0.7 | -4.4
CCCOc1ccc(-c2nc3c(c(=O)[nH]c(=O)n3Cc3ccccc3)n2CCO)cc1OCC | i | -1.3 | 1.2
O=C(O)CN1C(=O)/C(=C\c2cc(Br)ccc2OCc2ccc(Cl)cc2)SC1=S | i | -0.6 | 0.28
O=C(COc1cccc(NC(=O)c2cccs2)c1)c1ccc(F)cc1 | i | 0.0 | 0.04
CCS/C(N)=N/N=C/c1cc(C)ccc1O | i | 0.3 | -2.2
O=C(CCl)Nc1ccc(-c2ccccc2)cc1 | i | 0.2 | 0.03
CCOC(=O)C1=C(C)NC(=O)NC1c1ccc(-c2ccccc2F)o1 (stereo not given) | i | nt | -0.05
Cc1ccc(NC(=O)COC(=O)Cn2cnc3ccccc32)c([N+](=O)[O-])c1 | i | -0.4 | -0.26
Cn1c(=O)c2c(nc(Br)n2CCc2ccccc2)n(C)c1=O | i | 0.7 | 0.87
COc1ccc(/C=C2\CCCC3C2=NN(C(=O)CSc2n[nH]c(N)n2)C3c2ccc(OC)cc2)cc1 (stereo not given) | i | -1.9 | -0.14
O=c1c(Cl)c(Cl)cnn1Cc1nnc(-c2ccc(Cl)cc2)o1 | i | nt | -0.4
CC12CCC(C(=O)Nc3ccc(Cl)cc3)([C@H](Br)C1=O)C2(C)C (stereo not given in full) | i | -0.6 | -0.82
O=C(CC1S/C(=N/N=C/c2c[nH]c3ccc(OCc4ccccc4)cc23)NC1=O)Nc1ccccc1 (stereo not given) | i | 0.2 | 0.87
COc1ccc(C(c2sc3ncnn3c2O)N2CC(C)OC(C)C2)cc1OC (stereo not given) | i | -0.9 | -1.2
CC(C)(C)CC(=O)NCc1ccc(F)cc1 | i | -0.7 | -0.36
O=S(=O)(Nc1nc2c(s1)CCCC2)c1ccc2ccccc2c1 | i | 0.0 | -1.1
CCOc1ccc(N(C)C(=O)CCc2nnc3ccc(NCc4ccco4)nn23)cc1 | i | -2.1 | -0.58
CN1CCN(CC(=O)NN2CC(=O)N(c3ccc(F)cc3)CC2=O)CC1 | i | -2.0 | 1.2
CCOC(=O)NC(=O)CSc1nc2ccc(C)cc2[nH]1 | i | 0.5 | 0.66
CCOC(=O)c1cncc(C(=O)O)c1 | i | -1.1 | 0.76
Next entries.
SMILES | KCNQ2 block | STK33 kinase inh | Kir21 block
COc1ccc(C2CC(c3ccc4ccccc4c3OC(C)=O)=NN2C(=O)/C=C/c2ccccc2)cc1 (stereo not given) | i | -1.5 | -0.12
COc1ccccc1N1CCN(C(=O)CCNC(=O)Cn2ccc3ccccc3c2=O)CC1 | i | -1.5 | -1.9
Cc1ccc(S(=O)(=O)NC(CC(=O)O)c2ccco2)cc1 (stereo not given) | i | nt | 0.28
COC(=O)c1[nH]c2cc(OC)ccc2c1N=CN(C)C | i | -1.1 | 0.01
N#Cc1nc(-c2ccco2)oc1NCCN1CCOCC1 | i | -0.4 | -0.8
O=C(NCc1ccccn1)c1ccc(OC2CCN(Cc3cccs3)CC2)cc1 | i | -0.7 | 0.22
Cc1ccc(S(=O)(=O)NC2(C(F)(F)F)C(=O)Nc3c2c(=O)[nH]c(=O)n3-c2ccccc2)cc1 (stereo not given) | i | -1.9 | -0.12
COc1ccc2c(Cl)c(-c3nnc(SCC(N)=O)n3C)sc2c1 | i | 1.0 | -0.68
O=C(c1nc2ccccc2[nH]1)c1ccccc1[N+](=O)[O-] | i | 7.3 | -1.7
Oc1ccccc1C1=NN(c2ccccc2)C(c2ccccc2)C1 (stereo not given) | i | -1.4 | -0.84
COc1ccc(C2(C(=O)NCCc3ccccc3)CCCC2)cc1OC | i | -0.3 | 0.03
CN(C)c1nc(Nn2cnnc2)nc(N(C)C)n1 | i | 0.0 | 1
CCN(CC)S(=O)(=O)c1cc([N+](=O)[O-])ccc1NNC(=O)Nc1ccc(F)cc1 | i | 1.1 | 0.36
CCCS(=O)(=O)N1CCCC(C(=O)N2CCC(Cc3ccccc3)CC2)C1 (stereo not given) | i | 0.7 | -0.34
CC1CCCCN1CCNC(=O)C1CCCN(c2ncnc3c2nc2n3CCCCC2)C1 (stereo not given) | i | -2.5 | 0.06
Nc1nonc1-c1nc2ccccc2[nH]1 | i | 1.8 | -0.02
Cc1cc(C)n(CC(=O)n2c3c(c4ccccc42)CCCC3)n1 | i | 1.7 | -1.6
CC(=O)Nc1cccc(NC(=O)CS(=O)(=O)c2cn(CC(=O)N3CCCC3)c3ccccc23)c1 | i | -0.9 | 0.63
CC(=O)NC1(C(F)(F)F)C(=O)NC(C)=C1C#N (stereo not given) | i | 0.1 | -0.33
O=C(CSC1CC(=O)N(CCc2ccccc2)C1=O)Nc1cccc(Cl)c1 (stereo not given) | i | -0.4 | -1.1
COc1ccc(NC(=O)c2cc3ccccn3n2)cc1 | i | 1.6 | 1.8
COc1ccc(OC(C)C(=O)NC2CCCCCCC2)cc1 (stereo not given) | i | -0.9 | -1.4
O=C(OC1CCCCC1=O)c1cccc(S(=O)(=O)NCc2ccccc2)c1 (stereo not given) | i | 0.5 | -0.84
O=C1CC(c2ccccc2)CC(O)=C1C=NC1CCCCCC1 (stereo not given) | i | 0.2 | -0.53
O=C1[C@@H]2Cc3c([nH]c4ccccc34)C(c3ccc(Cl)cc3)N2C(=O)CN1CCO (stereo not given in full) | i | 0.0 | -1.6
COCCCNC(=O)Cc1ccccc1OC | i | 0.4 | -1.1
CCOC(=O)c1ccccc1NC(=O)CSc1nncn1C | i | -0.9 | -0.24
CC(=O)C1=C(O)C(=O)N(c2ccccn2)C1c1ccc(C)cc1 (stereo not given) | i | -2.0 | 0.86
O=S(=O)(c1ccccc1)n1ccc2cccnc21 | i | -3.5 | 0.24
COc1ccccc1-n1c(=O)[nH]c2c(C(N)=O)nc(-c3cccnc3)nc21 | i | 1.7 | 1.1
